# Compound activity (PubChem BioAssay)
# GC-A act: GC-A (human) enzyme activation; activation, % at 10 µM; HEK293 GC-A cells, cGMP TR-FRET, EC30 ANP; 0% at EC30 ANP, 100% saturating ANP; 370,000 tested, 0.14% active; in the data active means activation above about 40%
# mABHD4 FP: inhibits mouse alpha/beta hydrolase domain 4 | inhibition, % at 8.92 µM | 370,000 tested, 0.54% active | purified mABHD4, FP-Rh probe fluorescence polarization;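 active means inhibition exceeding the mean over every tested compound plus 3 SD, cut at about 30% in these data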;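 further: 0% = plate median of compound wells and 100% = S159A mutant with DMSO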
# Target sequence (Q8VD66 whole entry, looked up, the tested form may be a part): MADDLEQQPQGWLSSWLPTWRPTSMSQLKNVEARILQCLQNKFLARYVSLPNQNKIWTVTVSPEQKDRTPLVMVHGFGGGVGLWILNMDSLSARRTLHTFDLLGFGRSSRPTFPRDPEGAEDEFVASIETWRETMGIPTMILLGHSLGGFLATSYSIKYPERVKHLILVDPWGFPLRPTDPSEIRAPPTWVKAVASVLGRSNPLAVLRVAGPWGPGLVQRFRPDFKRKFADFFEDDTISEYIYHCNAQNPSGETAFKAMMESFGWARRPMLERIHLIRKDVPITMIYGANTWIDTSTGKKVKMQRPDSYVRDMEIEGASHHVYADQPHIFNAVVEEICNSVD
#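 System: mouse ABHD4 enzyme, wild type / Medium: HEPES pH 7.0, NaCl, Pluronic buffer / Reagent: FP-Rh activity-based fluorescent probe / Control set: S159A mutant high control, sample median low control / Detection: fluorescence polarization with parallel and perpendicular emission, 525/598 nm / Schedule: 45 min + 60 min at 25 °C / Compound dosing: 8.92 µM, single dose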
# PG9 Ab binder: PG9 antibody binding by small molecule; 360,000 tested, 0.43% active; TR-FRET gp120-PG9 antibody binding; inhibition, % at 6.7 µM; AID 624416; in the data active means inhibition above about 8.5%
# ASAP1 inh: ASAP1 ArfGAP inhibition | ASAP1-stimulated ARF1 GTP hydrolysis, GDP FP detection | inhibition, % at 16.5 µM | AID 624377 | 360,000 tested, 0.19% active | Q9ULH1; in the data active means inhibition above about 25%;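 further: 0% = vehicle with enzyme and substrate and 100% = no enzyme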
# NR1D1 modulator: Rev-erb alpha (human) modulation; 370,000 tested, 0.79% active; activity, % at 10 µM; P20393; Rev-erbα–FITC-DNA binding, fluorescence polarization, 90 min;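 active means activity above about 14%, limit read from the data; passing the limit was not always enough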;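 further: 0% = DMSO wells with 35 nM protein and 100% = DMSO wells with 750 nM protein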
# Target sequence (P20393 whole entry, looked up): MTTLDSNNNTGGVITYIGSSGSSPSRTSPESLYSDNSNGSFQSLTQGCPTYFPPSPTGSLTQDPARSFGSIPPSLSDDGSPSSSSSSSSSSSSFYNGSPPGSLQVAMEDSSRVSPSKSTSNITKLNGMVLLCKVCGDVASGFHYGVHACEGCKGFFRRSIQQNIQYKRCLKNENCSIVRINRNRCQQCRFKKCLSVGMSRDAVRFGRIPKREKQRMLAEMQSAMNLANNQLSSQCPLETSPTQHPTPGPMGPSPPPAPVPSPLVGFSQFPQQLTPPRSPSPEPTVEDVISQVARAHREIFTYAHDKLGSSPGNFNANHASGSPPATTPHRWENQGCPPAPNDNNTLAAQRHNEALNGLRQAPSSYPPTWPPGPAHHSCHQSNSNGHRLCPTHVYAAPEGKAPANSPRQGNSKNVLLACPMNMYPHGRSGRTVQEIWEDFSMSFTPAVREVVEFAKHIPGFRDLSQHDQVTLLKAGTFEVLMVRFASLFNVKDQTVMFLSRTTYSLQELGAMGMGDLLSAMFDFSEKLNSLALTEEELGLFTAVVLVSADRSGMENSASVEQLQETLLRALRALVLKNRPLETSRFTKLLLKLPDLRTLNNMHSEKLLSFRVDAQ
# ARFGAP1 inhibitor: rat ARFGAP1 inhibition; Q62848; Arfgap1-stimulated ARF1 GTP hydrolysis, GDP FP detection; inhibition, % at 16.5 µM; 360,000 tested, 0.26% active; AID 651572;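 active means inhibition above a per-plate limit, mean inhibition of low control wells plus 3 SD, cut at about 25% in these data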;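 further: 0% = DMSO wells with enzyme and 100% = wells lacking Arfgap1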
# Target sequence (Q62848 1-136 limits assumed): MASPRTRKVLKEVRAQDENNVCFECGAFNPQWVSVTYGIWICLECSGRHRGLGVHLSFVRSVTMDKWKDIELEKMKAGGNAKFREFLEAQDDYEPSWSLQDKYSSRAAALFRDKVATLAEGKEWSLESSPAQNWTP
#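 Assay system: Rat Arfgap1 GAP domain (His6, aa 1-136), purified enzyme | Buffer or medium: HEPES 25 mM pH 7.5, NaCl 150 mM, MgCl2, DTT | Schedule: GTP hydrolysis reaction 2 h at 25 °C | Signal: FP of antibody-bound GDP Alexa 633 tracer, ex 620/em 688 nm | Measure: Percent inhibition of Arfgap1-stimulated GTP hydrolysis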
# GC-B act: GC-B (human) receptor activation; 370,000 tested, 0.11% active; HEK293-GC-B cells, CNP EC30, cGMP TR-FRET; 0% at EC30 CNP, 100% saturating CNP; activation, % at 10 µM;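 active means activation at 10 µM reaching about 35% in either raw or pattern-adjusted values, limit read from the data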
# HTRA1 inhibitor: HTRA1 (human) protease inhibition. recombinant HTRA1, FP-rhodamine activity-based probe, fluorescence polarization. inhibition, % at 5.96 µM. 340,000 tested, 0.5% active. AID 504803; in the data active means inhibition above about 36%;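 further: 0% = enzyme with DMSO and 100% = wells lacking enzyme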
# SMARCA2 act: activators of SMARCA2 function. MG213 cells, MMTV-luciferase reporter, dexamethasone, overnight. activation, % at 9.1 µM. 370,000 tested, 1% active; in the data active means activation above about 7.8%;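 further: 0% = vehicle wells and 100% = reference activator wells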
# rCAG binder: binds r(CAG) RNA repeats; r(CAG) RNA repeat, TO-PRO-1 dye displacement fluorescence; inhibition, % at 3 µM; 370,000 tested, 1.3% active; AID 651821;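 active means inhibition above the plate cutoff, the mean of all test compounds on that plate plus 3 SD, cut at about 35% in these data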;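 further: 0% = DMSO alone and 100% = 100 µM mitoxantrone as full dye displacement; higher means more dye released from RNA so lower well fluorescence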
# * = called active by the depositor; nt = not tested or not shown.
# The line under a structure holds: GC-A act, mABHD4 FP, PG9 Ab binder, ASAP1 inh, NR1D1 modulator, ARFGAP1 inhibitor, GC-B act, HTRA1 inhibitor, SMARCA2 act, rCAG binder
CC(=O)NCC1COc2ccccc2O1 (configuration not stated)
→ 2, -2, 0.5, -10, -5, 8, 2, 3, -3, 2
CCCCCC(=O)N1C[C@@H](O)[C@H](n2cc(C3CC3)nn2)C[C@@H]1c1ccc(Cl)cc1
→ 0, 11, 0.5, 0, -5, 0, 2, -2, -2, -1
O=C(Nc1ccc(C(F)(F)F)cc1)C1CCCN1S(=O)(=O)c1cccc2cccnc12 (configuration not stated)
→ -2, 1, -1.8, 11, 1, 10, -3, -16, -6, 1
COc1ccc(C(=O)CC2(C(=O)O)CCCCC2)cc1
→ 3, 10, -2.9, 0, 3, -9, -5, 4, 0, 0
CCN(CC)CCSc1nnc(Nc2ccccc2)n1-c1ccccc1
→ -5, 5, 0.5, -3, -1, -1, -2, -6, 5, -8
CCOC(=O)N1CCN(C(=O)C(C)(C)Oc2ccc(Cl)cc2)CC1
→ -20, 5, 0.4, -7, 1, -5, -13, -1, 0, -1
Cc1ccc(-n2nc(CN3CCOCC3)c(-c3ccccc3)c2N)c(C)c1
→ -1, 2, -1.2, 1, 2, 4, 1, 1, 1, -7
COc1ccc(OC)c(-c2nn(-c3ccccc3)cc2C(=O)NCC(c2cccs2)N2CCOCC2)c1 (configuration not stated)
→ -6, -2, 2.2, 0, 4, 17, -10, -30, -3, -7
O=C(CN1C(=O)c2ccccc2C1=O)Nc1cccc(S(=O)(=O)Nc2ccccc2Cl)c1
→ -6, -9, -2.5, -3, -3, 4, 7, -7, 1, 23
Cc1ccc(S(=O)(=O)N2CCC(C(=O)Nc3ccc(N4CCOCC4)cc3)CC2)cc1C
→ -3, -2, -1.8, 0, 0, -2, -2, 1, 1, -1
CS(=O)(=O)N1CCN(c2ccc(NC(=O)COc3ccccc3)cc2)CC1
→ -2, 2, -0.4, -2, -2, 6, -3, nt, 2, -6
O=C(O)c1cc(NN=C2CCN(Cc3ccccc3)CC2)ccc1Cl
→ -2, 6, -0.1, -8, 7, 2, -3, -2, 4, 6
Cc1ccnc(NC(=O)CNC(=O)c2ccc3ccccc3c2)c1
→ 1, -2, -0.1, -9, 6, -19, -7, 1, 2, 4
CCN(CC)C(=O)[C@H]1CC(CC(=O)NCCN2CCOCC2)C(=O)N2CCc3c([nH]c4ccc(OC)cc34)[C@]12C (some centres not stated)
→ -2, 6, 0.3, -4, -5, -2, 0, 2, -6, -2
O=C(CCN1C(=O)c2cccc3cccc(c23)C1=O)NCc1ccco1
→ -1, 1, 0.7, -8, 1, -4, -5, -7, -4, 3

# Next section; the last 2 above are carried over.
# The line under a structure holds: GC-A act, mABHD4 FP, PG9 Ab binder, ASAP1 inh, NR1D1 modulator, ARFGAP1 inhibitor, GC-B act, HTRA1 inhibitor, SMARCA2 act, rCAG binder
CCN(CC)C(=O)[C@H]1CC(CC(=O)NCCN2CCOCC2)C(=O)N2CCc3c([nH]c4ccc(OC)cc34)[C@]12C (some centres not stated)
→ -2, 6, 0.3, -4, -5, -2, 0, 2, -6, -2
O=C(CCN1C(=O)c2cccc3cccc(c23)C1=O)NCc1ccco1
→ -1, 1, 0.7, -8, 1, -4, -5, -7, -4, 3
CCOC(=O)[C@]12CCCC=C1N(Cc1ccc(OC)cc1)C(=O)[C@@H]2CC(=O)N1CCC(c2ccccc2)CC1
→ -5, -10, nt, nt, -2, nt, -3, nt, -5, 2
COC(=O)c1cc2occc2n1CC(=O)Nc1ccc(OC)c(OC)c1
→ 2, 3, -1.9, -1, 1, -2, -2, -5, 0, -2
CC(=O)c1ccc(S(=O)(=O)Nc2ccc(-n3c(C)nc4ccccc4c3=O)cc2)cc1
→ -1, 1, 4.1, -16, -1, 2, -7, 5, 1, 10
COc1ccc(OC)c(C2/C(=C(/O)c3ccc(C)cc3)C(=O)C(=O)N2Cc2ccco2)c1 (configuration not stated)
→ 1, 4, 2.9, 2, 4, 2, -1, 0, -1, 8
Cn1cccc1/C=N/NC(=O)CNc1cccc2ccccc12
→ 2, 18, -1.3, 8, 11, 2, 2, nt, 1, 3
COCc1c(C(=O)N2CCN(S(=O)(=O)c3ccccc3Cl)CC2)oc2ccccc12
→ 1, -10, 1.7, 2, -2, 0, 2, -9, -4, 1
COCCN(C(=O)CSc1nc2ccccc2s1)c1c(N)n(Cc2ccccc2)c(=O)[nH]c1=O
→ -2, -22, 1.5, -1, -13, -4, -3, -13, 0, 10
CC(=O)c1cc2c(cc1NC(=O)CCn1cccc1)OCO2
→ -4, 1, 0.0, 12, 1, -5, 3, 3, -2, 0
COc1ccc2oc(=N)c(C(=O)Nc3ccccc3)cc2c1
→ 5, -11, 18*, 12, -3, -1, 3, -1, 4, 0
Cc1ccnc(SCCn2c(N3CCCCC3)nc3c2c(=O)n(C)c(=O)n3C)n1
→ 1, nt, nt, nt, -1, nt, -4, 7, nt, nt
CC(C)[C@H](NC(=O)[C@@H]1CSCN1C(=O)OC(C)(C)C)C(=O)NCC1CCC(C(=O)O)CC1 (some centres not stated)
→ 1, -4, -1.9, 8, -1, 4, 0, 2, -4, 0
CCc1noc(C)c1C(=O)Nc1nc(-c2ccc(OC)c(OC)c2)cs1
→ 9, 1, 3.8, 5, 2, 9, 2, -10, -1, 0
CC1CC(C)CN(C(=O)COC(=O)c2ccc3ccccc3n2)C1 (configuration not stated)
→ -1, 5, -1.4, 7, -11, -7, -5, 3, 1, -1
O=C(O)Cc1coc2ccc3ccccc3c12
→ -1, 9, 0.6, 5, -5, -5, 1, 2, -2, 1
O=C(CO/N=C/c1ccccc1O)N1CCc2ccccc21
→ -2, 2, -2.1, 3, -1, 7, 0, -10, 2, 2
O=C(OCc1ccccc1F)c1cc2ccccc2cc1O
→ 4, -7, -0.5, 4, -4, 8, 3, -11, -1, 2
O=C1C(=NO)CCc2ccccc21
→ 1, 22, -1.0, 0, 11, -1, -5, 26, -1, 9
CC1(C(=O)NCc2ccc3c(c2)OCO3)CCN1C(=O)Cc1ccc(Cl)cc1Cl (configuration not stated)
→ 0, -2, -1.3, -14, 0, 10, 0, nt, -2, 0
COc1ccc2c(c1)nc(N)n2Cc1ccccc1
→ -21, -7, -0.6, -1, -2, 3, -18, 5, 0, -1
CC(=O)c1ccc(CCCc2ccc(C(C)=O)cc2)cc1
→ -1, -2, -1.7, 7, -6, 17, 0, -13, 0, -1
Cc1ccc(C)c(C(=O)CCC(=O)OCn2nnc3ccccc3c2=O)c1
→ 0, 1, 2.0, -2, -5, -2, 3, 10, 0, 1
Cc1ccc(S(=O)(=O)N(CC(=O)Nc2ccccc2-c2ccccc2)c2ccc(C)cc2C)cc1
→ -5, -14, -1.4, 6, -1, 3, -5, -44, -3, 6
COc1ccccc1NC(=O)Cc1noc(CSc2n[nH]c(N)n2)n1
→ 2, -1, -0.7, 9, 2, 1, -3, 1, 0, 1
NC(=O)CC(NC(=O)c1ccc(Br)cc1)c1ccc(NC2CCCCCCC2)c([N+](=O)[O-])c1 (configuration not stated)
→ 1, 7, -2.1, 9, 5, 16, 9, 5, 3, 5
CCOc1ccc(S(=O)(=O)N2CCCC(C(=O)NCCN3CCOCC3)C2)cc1Cl (configuration not stated)
→ 5, -7, 1.0, -1, 6, -4, 4, 5, -1, -7
CN(CCO)c1ccc2c(c1)OC[C@@H](Cc1ccccc1)NS2(=O)=O
→ 5, -4, 0.2, 11, 2, 1, 5, nt, -3, 2
Nc1nc(CSc2nc3ccccc3s2)nc(N2CCCCC2)n1
→ -3, -11, 1.4, -4, 2, 2, -8, -17, 3, 4
O=C1CC2(CCCC2)C(=O)N1c1ccc(S(=O)(=O)NCC2CC2)cc1Cl
→ 3, -4, 1.5, -3, -2, 5, 3, -3, -1, -4
CNC(=O)/C(=C\c1ccc([N+](=O)[O-])cc1)NC(C)=O
→ 1, 5, -3.2, 6, -4, -5, 6, -1, -2, 3
CC1(C)CC(=O)C(C(=O)Cc2ccccc2[N+](=O)[O-])C(=O)C1
→ 10, 3, -1.1, -5, -1, 3, 5, 0, -4, -1
O=C(N/N=C/c1ccc([N+](=O)[O-])o1)c1cn2ccc3ccccc3c2n1
→ -16, 2, -2.2, -7, -17, -12, -2, 2, -1, 4
CC(=O)NC(CC(=O)Nc1ccc(S(=O)(=O)N2CCCC2)cc1)c1ccccc1 (configuration not stated)
→ 3, -2, -1.1, -5, -1, -3, 1, 0, -1, 3
Cc1ccc(N2CCN(C(CCc3ccccc3)C(=O)Nc3c(C)cccc3C)CC2)cc1 (configuration not stated)
→ 4, 0, -0.4, -16, 2, -10, 10, nt, 0, 2
O=C(NCCCn1ccnc1)c1cc(-c2cccc(O)c2)on1
→ -2, 4, -0.2, 1, -3, 2, -4, -4, 0, 1
CCCS(=O)(=O)c1c(S(=O)(=O)CCC)c2ccc(C(N)=O)cn2c1C(=O)c1ccc(F)cc1
→ 0, 6, -0.5, -1, -3, 2, 2, 2, 0, -1
O=C(C1Cc2ccccc2CN1S(=O)(=O)c1ccc(F)cc1)N1CCCCCC1 (configuration not stated)
→ -3, 2, 0.0, -1, -3, 8, 0, -6, 1, -6
CCC(C)NC(=O)CCc1nnc2ccc(N3CCC(C)CC3)nn12 (configuration not stated)
→ -7, -5, -1.0, 0, 0, 8, -5, 6, 4, -6
CC(=O)Nc1ccc(-c2csc(N/N=C(/C)c3ccccc3)n2)cc1
→ -6, 19, 1.8, 1, 1, 5, -7, 34, -4, 19
O=C(Nc1ccncc1)c1cc(S(=O)(=O)N2CCCCC2)ccc1Cl
→ -19, 7, -0.8, 2, -3, -12, -14, -2, -1, -3
CC(C)c1cc(C(=O)NC2CCCCCC2)c2ccccc2n1
→ -1, -4, -0.4, -10, -2, -3, 0, 5, -5, 1
O=C1CN(C(=O)c2cccs2)c2ccccc2N1
→ 0, -5, -2.3, 4, 1, -14, -1, -1, -4, 9
CCN(CC)CCCCCCCCOC(=O)c1cc(OC)c(OC)c(OC)c1
→ 1, 1, -2.5, 13, 3, -5, 0, 1, 0, 5
Cc1c(CNCCCc2ccccc2)c(C(=O)O)c(C)n1Cc1ccccc1
→ -5, -3, -1.4, -3, -3, 1, -4, 5, 4, -7
CCCCC(c1nnnn1C1CCCC1)N1CCN(C2CCCC2)CC1 (configuration not stated)
→ -2, 0, -1.7, -3, 1, 3, -6, 1, 0, -11
C(=C\c1ccccc1)/CN1CCN(C(c2cccc3ccccc23)c2nnnn2-c2ccc3c(c2)OCCO3)CC1 (configuration not stated)
→ -1, 3, -2.9, 10, -2, -13, 8, nt, -5, 7
CCC1CCCCN1CCCNC(=O)c1ccc2c(c1)c(C)c(C)n2C (configuration not stated)
→ -9, -2, -3.7, 11, 1, 11, -2, 0, 2, -1
Cc1[nH]n(-c2nc(-c3ccccc3F)cc(=O)[nH]2)c(=O)c1CCO
→ 0, 4, -3.9, -3, 7, 12, -4, -3, 4, 0
Clc1cccc(/C=N\Nc2nccs2)c1
→ -4, 5, -2.5, 10, 4, 11, -10, 5, 2, 9
CN1CCN(C(=S)C(=O)NCc2ccccc2)CC1
→ -5, -7, -2.7, 7, 1, -5, 6, -4, -3, -2
Cc1ccn(S(=O)(=O)c2ccc(N3CCCC3=O)cc2)n1
→ 4, 0, -1.0, -4, 3, 7, -2, 5, -2, 1
